Screening data as filed in PubChem.
HT1080NT lethal = qHTS for induction of synthetic lethality in tumor cells producing 2HG: qHTS for the HT-1080-NT fibrosarcoma cell line; 1.6% of 360,000 active; HT-1080-NT fibrosarcoma viability, CellTiter-Glo ATP luminescence, 48 h; Potency, µM (highest dose often 46.1 µM), for the others: at the highest dose activity, negative = less viability, hits mostly cytotoxic;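 note: NT is the 2HG producing partner of a matched IDH1 knockdown line; potency is the fitted concentration of half-maximal effect; 0% = DMSO-treated cells and -100% = media-only wells without cells; nearly all actives have a fitted effect of over 55% in size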
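HT-1080-NT; 750 cells/well; 5% FBS RPMI; 48 h compound, 37 degrees C; CellTiter-Glo luminescence; curve fitting and curve-class assignment.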
IL1B secr inh = qHTS for Inhibitors of Inflammasome Signaling: IL-1-beta AlphaLISA Primary Screen | THP-1 LPS/ATP IL-1B secretion, AlphaLISA, 16 h; stronger effect = lower value | activity change, % at 57.5 µM | 4.7% of 360,000 active; in the data active = activity change below about -50%; inconclusive = mostly about -30% to -49%; note: % is set by controls: 0 for no effect and ±100 for the full control effect
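THP-1 cells pretreated 1 hr with compounds (up to 57.5 uM final), then stimulated with LPS (250 ng/mL final) plus ATP (1.25 mM final); secreted IL-1B measured by AlphaLISA after 16 hr, decreased signal indicating inhibition.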
KB-3-1 tox = qHTS assay for MDR1-selective chemotherapeutics: Primary screen using the parental adenocarcinoma cell KB-3-1 | KB-3-1 viability, CellTiter-Glo ATP luminescence, 72 h | Potency, µM (top dose mostly 46.1 µM), for inactives: at the top dose activity change, negative = cytotoxic, actives largely listed as cytotoxic | 1.4% of 400,000 active; note: potency is the fitted concentration of half-maximal effect; % is set by controls: 0 for no effect and ±100 for the full control effect; nearly all actives have a fitted effect of over 60% in size
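Screening of KB-3-1 cells (DMEM, 10% FBS, phenol-red free) ran from lowest to highest compound concentration; after 72 h at 37 °C viability was read luminescently and curves fitted.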
HT1080 IDH1KD tx = qHTS for induction of synthetic lethality in tumor cells producing 2HG: qHTS for the HT-1080-IDH1KD cell line; HT-1080 IDH1 knockdown viability, ATP luminescence, 48 h; Potency, µM (doses to about 46.1 µM), without a hit: top-dose activity, negative = toxicity, usual class: cytotoxic; 2% of 360,000 active; AID 686971, 2013;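 note: potency is the fitted concentration of half-maximal effect; 0% = DMSO wells and -100% = cell-free medium wells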
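Knockdown cells (IDH1KD HT-1080) received compounds 2 h after plating at 750 cells/well and were kept 48 h at 37 °C in 5% FBS RPMI. A CellTiter-Glo luminescence read gave % activity for curve fitting.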
DRD3 agonist = qHTS of D3 Dopamine Receptor Agonist: qHTS | AID 652048, 2013 | max activation, % | D(3) dopamine receptor (Homo sapiens), P35462 | D3R DiscoveRx beta-arrestin cells, luminescence, 90 min | 0.58% of 410,000 active; in the data active = max activation above about 30%; note: 0% is about no effect; mostly tested at two doses, the higher about 12 µM
Target sequence (P35462 whole entry, looked up): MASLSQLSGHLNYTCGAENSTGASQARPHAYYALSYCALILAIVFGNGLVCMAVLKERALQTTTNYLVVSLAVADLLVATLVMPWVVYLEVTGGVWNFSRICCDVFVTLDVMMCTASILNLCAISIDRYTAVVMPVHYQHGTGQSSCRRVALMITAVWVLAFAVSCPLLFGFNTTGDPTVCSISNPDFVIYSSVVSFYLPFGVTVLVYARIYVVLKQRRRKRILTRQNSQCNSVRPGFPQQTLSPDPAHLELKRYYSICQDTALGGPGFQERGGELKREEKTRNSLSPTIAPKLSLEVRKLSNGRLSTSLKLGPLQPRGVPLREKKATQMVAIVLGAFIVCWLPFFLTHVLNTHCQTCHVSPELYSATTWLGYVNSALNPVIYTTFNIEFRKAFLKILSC
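Agonist mode: compounds and dopamine controls were applied to plated cells for 90 min at 37 degrees C after an overnight attachment at 1500 cells/well. Luminescent read-out followed 30 - 60 minutes at room temperature with DiscoveRx detection reagent.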
KB-V1 cytotox = qHTS assay for MDR1-selective chemotherapeutics: Primary screen using the drug-selected MDR subline cells KB-V1. KB-V1 MDR cells viability, CellTiter-Glo, 72 h. Potency, µM (top dose mostly 46.1 µM), for inactives: top-dose activity change, negative = cytotoxicity, usual class: cytotoxic. 3.4% of 400,000 active; note: potency is the fitted concentration of half-maximal effect; % is set by controls: 0 for no effect and ±100 for the full control effect; nearly all actives have a fitted effect of over 60% in size
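Drug-selected KB-V1 cells, grown in DMEM lacking phenol red with 10% FBS, receive compound titrations; after three days at 37 degrees C, surviving cell ATP is quantified by CellTiter-Glo luminescence and responses normalized and curve-fitted.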
MCF10A rereplic = A quantitative high throughput screen for small molecules that induce DNA re-replication in MCF 10a normal breast cells; Potency, µM (highest dose often 46.1 µM), for inactives: at the top dose activity, positive = re-replication, usual class: activators; MCF 10A DNA re-replication, Hoechst nuclear intensity, 48 h; AID 624296, 2012; 2.9% of 350,000 active; note: potency is the fitted concentration of half-maximal effect; % of control where 0% means no effect; nearly all actives have a fitted effect of over 50% in size
SW480 rerep = A quantitative high throughput screen for small molecules that induce DNA re-replication in SW480 colon adenocarcinoma cells. Potency, µM (titrated, usually from 46.1 µM), for the others: at the top dose re-replication activation, most hits filed as activators. 1.8% of 340,000 active. AID 624297, 2012. SW480 DNA re-replication, Hoechst DNA content imaging, 48 h; note: potency is the fitted concentration of half-maximal effect; % of control where 0% means no effect; nearly all actives have a fitted effect of over 55% in size
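SW480 cells exposed to compounds for 48 hr at 37 C, 5% CO2, then Hoechst-stained 40 min. Nuclear DNA content imaged by fluorescence scanning (405 nm excitation, 500-530 nm emission); re-replication scored as increased high-intensity nuclei.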
HEK293 tox = qHTS of GLP-1 Receptor Inverse Agonists: Cytotox Screen. HEK293 cAMP-luciferase reporter cells, luminescence, 24 h. Potency, µM (doses to about 38.3 µM), without a hit: at the top dose activity change, negative = inhibition, hits mostly inhibitors. 0.13% of 410,000 active;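 note: loss of luciferase light is scored as toxicity; potency is the fitted concentration of half-maximal effect; % is set by controls: 0 for no effect and ±100 for the full control effect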
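1536-well qHTS counterscreen of the MLSMR; 200 cells/uL, 12 h pre-incubation, 23 nL cpd, 24 h at 37 deg C 5% CO2, luciferase detection reagent, 12 min RT, luminescence. Inhibition = undesired.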
* = called active by the depositor; ? = inconclusive; nt = no result given; [ ] = dose if it differs, or a comment. Unless noted, calls come from the whole dose curve; as a rule, active = well fitted curve in the direction sought with a large enough effect; inconclusive = small, poorly fitted or top-dose-only effect, or another doubt; inactive = no such curve, though single readings can be large; an effect the other way counts as inactive or inconclusive. This is a random part of the collection; overall some 11% were active at least once.

Start of the data: the first 4 entries, to show the layout:
SMILES	HT1080NT lethal	IL1B secr inh	KB-3-1 tox	HT1080 IDH1KD tx	DRD3 agonist	KB-V1 cytotox	MCF10A rereplic	SW480 rerep	HEK293 tox
O=C1Nc2ccc(Cl)cc2C12Nc1ccccc1-c1nnc(SCc3ccccc3F)nc1O2 (stereo unspecified)	3%	27	0%	9%	3	-2%	8%	1%	-10%
O=C(NC(=S)Nc1cccc(Cl)c1Cl)C1CC1	-11%	77	?	-9%	-8	-10%	18%	5%	?
CC(CC(=O)O)CC1=NS(=O)(=O)c2ccccc2N1 (stereo unspecified)	-1%	9	-10%	-6%	-3	20%	2%	-6%	0%
Cc1cc(C)c2c(c1)-c1cc(C)nn1C(c1ccc3c(c1)OCO3)N2 (stereo unspecified)	3%	12	-16%	-1%	14	-26%	29%	4%	1%

Main list, from the first entry:
SMILES	HT1080NT lethal	IL1B secr inh	KB-3-1 tox	HT1080 IDH1KD tx	DRD3 agonist	KB-V1 cytotox	MCF10A rereplic	SW480 rerep	HEK293 tox
O=C1Nc2ccc(Cl)cc2C12Nc1ccccc1-c1nnc(SCc3ccccc3F)nc1O2 (stereo unspecified)	3%	27	0%	9%	3	-2%	8%	1%	-10%
O=C(NC(=S)Nc1cccc(Cl)c1Cl)C1CC1	-11%	77	?	-9%	-8	-10%	18%	5%	?
CC(CC(=O)O)CC1=NS(=O)(=O)c2ccccc2N1 (stereo unspecified)	-1%	9	-10%	-6%	-3	20%	2%	-6%	0%
Cc1cc(C)c2c(c1)-c1cc(C)nn1C(c1ccc3c(c1)OCO3)N2 (stereo unspecified)	3%	12	-16%	-1%	14	-26%	29%	4%	1%
CCOC(=O)C1CCN(C(=O)Cn2nc(C)c3c(C)n(-c4ccccc4)nc3c2=O)CC1	0%	14	-1%	-28%	2	15%	0%	2%	-2%
COc1ccc(OC)c(NC(=O)c2cc(S(=O)(=O)NCCc3ccc(Cl)cc3)ccc2F)c1	nt	nt	-4%	nt	4	-31%	nt	nt	-2%
O=C(CCn1c(=S)[nH]c2ccccc2c1=O)Nc1cccc(Cl)c1	9%	5	-11%	0%	-3	0%	19%	0%	-12%
COc1ccc(C2/C(=C(\O)c3ccc4c(c3)OCCO4)C(=O)C(=O)N2Cc2cccnc2)cc1OC (stereo unspecified)	14%	23	4%	14%	5	-15%	3%	14%	-3%
CCN(CC(=O)NCc1cccs1)c1ccc(S(=O)(=O)N2CCOCC2)cn1	3%	-18	0%	5%	-7	3%	2%	-6%	1%
O=C(O)C1(Cc2nc3ccccc3[nH]2)CCCC1	-7%	22	13%	15%	4	?	18%	9%	5%
O=C(CSc1nncs1)NC(=O)NCc1ccco1	-18%	-18	13%	-1%	0	-1%	2%	-25%	1%
O=C(O)CCc1ccc(-c2ccccc2)n1CC1CCCO1 (stereo unspecified)	10%	6	14%	7%	7	9%	3%	-2%	11%
C=CCN(C(=O)c1csnn1)C(C(=O)NCc1ccccc1)c1ccccc1F (stereo unspecified)	15%	-20	?	0%	12	?	11%	-10%	5%
CCOC(=O)C1=C(CN2CCN(C(=O)c3ccco3)CC2)NC(=O)NC1c1ccc(OC(C)C)cc1 (stereo unspecified)	4%	34	-6%	4%	-3	-10%	1%	-16%	-8%
Fc1ccc(NC(=S)N/N=C/c2ccc(F)c(F)c2)cc1	0%	31	6%	11%	-4	0%	-3%	-5%	6%
COc1ccccc1CNC(=O)c1cccc(NC(=O)c2ccccc2)c1	-21%	7	-8%	-22%	-1	-17%	30%	-2%	-23%
CCn1c(=S)sc2c(=O)n(CC(=O)Nc3cccc(Cl)c3)c(C)nc21	?	?	-7%	?	-2	-7%	?	?	?
Cc1ccc(C)c(NC(=O)Cn2nc(C(F)(F)F)cc2C2CC2)c1	7%	-5	-3%	-3%	0	13%	20%	11%	22%
COc1cccc(CNC(=O)CCS(=O)(=O)c2ccc3c(c2)NC(=O)CS3)c1	-7%	0	-6%	-4%	-2	11%	4%	-14%	-6%
Cc1ccc(CNC(=O)Cn2nnc3ccccc3c2=O)cc1	5%	13	0%	14%	7	6%	-2%	-5%	-1%[0.307 µM]
O=C(CN(C(=O)Cn1nnc(-c2ccccc2F)n1)c1cnc2ccccc2c1)NCC1CCCO1 (stereo unspecified)	8%	8	6%	12%	-11	-1%	17%	-9%	-7%
Cc1ccc(-n2c(C)nc3c(cnn3-c3ccc(C)c(C)c3)c2=O)cc1C	13%	1	-14%	-2%	1	7%	-3%	15%	1%
COc1ccc(NC(=O)CON=CC(=O)Nc2ccc(C)cc2)c(OC)c1	3%	21	0%	0%	-5	4%	1%	-6%	3%
CCOc1ccc(CCNC(=O)c2cn(C)c3ccc(S(=O)(=O)N4CCCCCC4)cc3c2=O)cc1OCC	nt	nt	0%	nt	7	-11%	nt	nt	1%
Cn1ccc2c(-c3ccc(C(N)=O)cc3)cc3c(c21)C1CCC3C1 (stereo unspecified)	?	-11	0%	?	8	13%	nt	nt	-7%
N#Cc1ccsc1NC(=O)CSc1ncnc2ccccc12	-24%	?	?	-23%	-7	-20%	?	7%	-2%
COc1ccc2sc(N(Cc3cccnc3)C(=O)C3CCCCC3)nc2c1	nt	nt	0%	nt	-2	-16%	nt	nt	-9%
O=C(c1ccc(Cl)cc1)N1CCc2ccccc21	1%	-10	4%	7%	-7	-3%	-13%	11%	4%
O=C(Nc1nc2cc3c(cc2s1)OCCO3)c1cccs1	?	?	?	?	-1	?	2%	24%	-10%
Cc1ccc(Sc2cc(C(=O)NCCCN(C)C)c3ccccc3n2)cc1	?	-69*	-9%	18µM*	-4	-1%	?	?	3%
CCC(CC)C(=O)N(C)c1c(C)nc2c(OCc3ccccc3C)cccn12	-13%	0	0%	?	-30	-11%	nt	nt	4%
CC(C)Cc1ccc(CN2CCCC(NC(=O)CCN3CCCO3)C2)cc1 (stereo unspecified)	0%	0	-9%	-3%	-5	-9%	-2%	6%	0%
CCOC(=O)C(=O)Nc1ccc(Oc2ccccc2)cc1	-1%	0	13%	1%	3	?	-3%	-22%	7%
Cc1cc([N+](=O)[O-])nn1CC(=O)Nc1sc2c(c1C(N)=O)CCCC2	-8%	22	4%	-12%	0	?	-1%	0%	0%
Cc1ccc2[nH]c(=O)c(CN(CCc3ccccc3)C(c3nnnn3Cc3ccco3)C(C)C)cc2c1 (stereo unspecified)	?	-91*	?	16µM*	1	?	?	?	3%
CCSc1nnc(Cn2c(=O)sc3ccccc32)n1C	1%	-5	-9%	6%	2	-27%	-3%	-2%	-19%
O=C(Cn1cc(C(F)(F)F)cc(Cl)c1=O)NCc1ccc(Cl)cc1	-4%	6	-4%	-1%	-5	10%	1%	-6%	18%
Cc1nc2ccc(-c3nc4ccccc4o3)cc2[nH]1	-13%	197	14%	0%	-4	?	6%	-11%	-3%
CC(=O)Nc1ccc(NC(=O)c2cc(-n3cnnc3)ccc2Cl)cc1	2%	-1	20%	8%	2	?	15%	5%	-4%
CCn1cc(C(=O)N2CCN(C(=O)c3ccco3)CC2)c2cc(OC)c(OC)cc2c1=O	10%	-21	0%	6%	-6	6%	-7%	-4%[9.22 µM]	-8%
Cc1ccn(C(=O)c2cc3cc(Cl)ccc3oc2=O)n1	-5%	4	-20%	0%	3	-24%	-2%	-10%	4%
CC(C)CN1CCN(Cc2ccc3ncccc3c2)CC1CCO (stereo unspecified)	-8%	31	1%	-7%	-11	?	-3%	0%	5%
NC(=O)NC(CC(=O)OCC(=O)NC(=O)NCc1ccco1)c1ccc(Cl)cc1 (stereo unspecified)	-1%	3	10%	3%	8	1%	2%	0%	-2%
COc1ccc(-n2c(=S)[nH]c3cc(C(=O)NCc4ccccc4OC)ccc3c2=O)c(OC)c1	3%	-8	-5%	0%	8	8%	-4%	-16%	4%
O=C(COC(=O)CCc1ccc(S(=O)(=O)N2CCOCC2)cc1)Nc1ccc(Cl)cn1	7%	2	15%	13%	1	4%	-3%	-2%	-5%
O=C(CN1CCN(S(=O)(=O)c2ccccc2)CC1)Nc1ccc2c(c1)CCC2	-23%	?	-1%	-10%	-25	?	23%	16%	5%
COc1ccc(CNS(=O)(=O)c2ccc3c(c2)C(C)(C)C(=O)N3C)cc1	20%	22	-10%	17%	-3	5%	2%	6%	-4%
COc1cc(/C=N/NC(=O)CC2(C)OCCO2)cc(Br)c1O	1%	-3	7%	-2%	1	-2%	13%	2%	10%
CCOC(=O)C(C(=O)OCC)C(=O)c1cccc2ccc3ccccc3c12	9%	33	-15%	-8%	3	?	nt	nt	13%
COCCNC(=O)C(c1ccco1)N(C(=O)Cn1nnc2ccccc21)c1ccccc1C (stereo unspecified)	8%	5	10%	8%	0	-7%	2%	6%	-21%
Continuation.
SMILES	HT1080NT lethal	IL1B secr inh	KB-3-1 tox	HT1080 IDH1KD tx	DRD3 agonist	KB-V1 cytotox	MCF10A rereplic	SW480 rerep	HEK293 tox
CCc1ccc(N2CN(Cc3cccnc3)CNC2=S)cc1	23%	nt	4%	9%	-2	0%	2%	8%	8%
Cc1cccc(Cn2ccc(-c3ccc(Cl)cc3)c(C#N)c2=O)c1	9%	44	-4%	7%	-2	4%	6%	-1%	18%
O=C(COC(=O)CC1CC2CCC1C2)NCc1ccc(Cl)cc1 (stereo unspecified)	7%	-12	1%	4%	-15	12%	-5%	-3%	0%
CCc1ccc(-n2c(=O)c3c(C)c(C)sc3n(CC(=O)NCc3ccc(C)cc3)c2=O)cc1	nt	nt	16%	nt	4	-17%	nt	nt	4%
CCOc1cc(/C=C2\C(=N)N3N=CSC3=NC2=O)ccc1OS(=O)(=O)c1ccccc1	-15%	0	7%	-2%	-5	-16%	3%	-3%	2%
